mcGAS RapidFire: inhibitors of Mus musculus cyclic GMP-AMP synthase, initial high-throughput assay, cell-free, RapidFire MS | 0.18% of 130,000 active | recombinant mouse cGAS, cGAMP by RapidFire MS | inhibition, % at 12.5 µM | Q8C6L5;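 active means inhibition of cGAS enzyme activity at or above 60%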;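 further: enzyme stimulated by 45 bp dsDNA with ATP and GTP substrates; cGAMP share of summed cGAMP plus half ATP and half GTP signals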
Target sequence (Q8C6L5 whole entry, looked up): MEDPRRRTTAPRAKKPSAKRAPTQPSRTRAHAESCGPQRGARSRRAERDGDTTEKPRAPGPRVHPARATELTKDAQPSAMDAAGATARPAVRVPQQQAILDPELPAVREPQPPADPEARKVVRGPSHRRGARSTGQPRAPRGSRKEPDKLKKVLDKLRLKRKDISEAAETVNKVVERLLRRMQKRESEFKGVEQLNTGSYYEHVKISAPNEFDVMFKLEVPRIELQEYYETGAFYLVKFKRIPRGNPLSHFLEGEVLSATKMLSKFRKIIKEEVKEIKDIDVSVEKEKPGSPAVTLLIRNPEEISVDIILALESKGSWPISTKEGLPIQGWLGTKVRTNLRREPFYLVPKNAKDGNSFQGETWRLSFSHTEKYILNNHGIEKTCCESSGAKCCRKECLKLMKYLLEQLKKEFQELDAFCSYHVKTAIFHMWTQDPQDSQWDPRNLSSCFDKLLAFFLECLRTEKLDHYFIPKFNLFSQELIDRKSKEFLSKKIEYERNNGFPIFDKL
The depositor's hits bear a star; & = joins results of further samples. An excerpt; rates above refer to the full screens.

SMILES | mcGAS RapidFire
CCOc1ccc(-c2ccc(C)c(NC(=O)CC(C)C)c2)nn1 | -6
Cc1ncc(CN(C)C(=O)Nc2cccc(N(C)C(C)C)c2)s1 | -5
COc1ccc(C2C(C#N)C(=N)C(C#N)(C#N)C3=CCSCC32)cc1 (centres undefined) | -1
O=C(CC(c1ccccc1)c1ccc2c(c1)OCO2)NCCn1cccn1 (centres undefined) | -9
O=c1[nH]nc(CCc2ccccc2O)n1C1CCCCC1 | -11
CCC(C(=O)N1C[C@H]2CC=CC[C@H]2C1)n1cccn1 (some centres undefined) | 5
CCn1cc(C(=O)O)c(=O)c2cc(F)c(N3CCN(C)CC3)cc21 | -13&-2&11
COc1ccc(-c2cc3nc(NCCNC(C)=O)n(C)c(=O)c3s2)c(C)c1 | 2
CC(C)c1nn(C(C)C)c(=O)c2c1cnn2C(C)(C)C | -7
COCCc1noc(-c2cn(CC3CCCCC3)nn2)n1 | -1

Four entries from above, sorted by molecular weight, highest first.
SMILES | mcGAS RapidFire
O=C(CC(c1ccccc1)c1ccc2c(c1)OCO2)NCCn1cccn1 (centres undefined) | -9
COc1ccc(C2C(C#N)C(=N)C(C#N)(C#N)C3=CCSCC32)cc1 (centres undefined) | -1
CCOc1ccc(-c2ccc(C)c(NC(=O)CC(C)C)c2)nn1 | -6
COCCc1noc(-c2cn(CC3CCCCC3)nn2)n1 | -1

The list goes on.
SMILES | mcGAS RapidFire
Cc1ccccc1N1CCN(C2CCCN(CC3CCCC3)C2)CC1 (centres undefined) | 0
Cc1cc(S(=O)(=O)N(C)C)cc(NC(=O)C=Cc2cccs2)c1C | -6
Cc1sc2nc[nH]c(=O)c2c1C | 3
O=C(C(c1ccccc1)C1CCCC1)N1CCC(O)(C(=O)O)CC1 (centres undefined) | 8
O=C(NCC(O)c1ccco1)Nc1nncn1Cc1ccccc1 (centres undefined) | -1
CCOC(=O)Cn1nc(C(F)F)c(Br)c1C | 9
Cc1nc(CNc2cc(C(=O)N3CC(C)CC(C)C3)ccc2C)no1 (centres undefined) | -11
Oc1ccc(Cl)cc1/C=C\C12CN3CN(CN(C3)C1)C2 | -38
COc1ccccc1-c1nc(C)c(-c2ccc(SCC(=O)N3CCOCC3)nn2)s1 | -13
COc1ccc(C2CC2NC(=O)C(=O)Nc2ccc(C)cc2F)cc1 (centres undefined) | 1

Structures above with two or more sulfur atoms (2):
SMILES | mcGAS RapidFire
Cc1cc(S(=O)(=O)N(C)C)cc(NC(=O)C=Cc2cccs2)c1C | -6
COc1ccccc1-c1nc(C)c(-c2ccc(SCC(=O)N3CCOCC3)nn2)s1 | -13

New compounds follow
SMILES | mcGAS RapidFire
O=C(CCCc1nc2ccccc2c(=O)[nH]1)N1CCc2sccc2C1 | 6
COc1ccc(NC(=S)N2CCn3c2nc2ccccc23)cc1 | -4
CC(CNC(=O)C1CCS(=O)(=O)CC1)N(C)c1ccccc1 (centres undefined) | -6
CCC1CCCN(Cc2nc(N)c3ccccc3n2)C1 (centres undefined) | -5
Cc1ccc(CN(CC(=O)N(C)Cc2ccsc2)C2CC2)cc1 | -46
COc1ccc2oc(C(=O)n3ncc(C#N)c3N)c(C)c2c1 | -17
Cc1ccc(-n2cnnc2SCC(=O)N(C)C2CCC(C)CC2)cc1C (centres undefined) | 3
CC(=O)Nc1ccc(OC(C)(C)C)cc1 | 3
CC(=O)c1cccc(NC(=O)CC2S/C(=N/N=C\c3ccccc3)NC2=O)c1 (centres undefined) | -39
Cc1cc(C)n(C(C)C(=O)NCCS(=O)(=O)N(C)C)n1 (centres undefined) | -18

Next section; the last 5 above are carried over.
SMILES | mcGAS RapidFire
COc1ccc2oc(C(=O)n3ncc(C#N)c3N)c(C)c2c1 | -17
Cc1ccc(-n2cnnc2SCC(=O)N(C)C2CCC(C)CC2)cc1C (centres undefined) | 3
CC(=O)Nc1ccc(OC(C)(C)C)cc1 | 3
CC(=O)c1cccc(NC(=O)CC2S/C(=N/N=C\c3ccccc3)NC2=O)c1 (centres undefined) | -39
Cc1cc(C)n(C(C)C(=O)NCCS(=O)(=O)N(C)C)n1 (centres undefined) | -18
CC#CC1C2(C)C3(Br)C(CC)C1(C)S(=O)(=O)C23C (centres undefined) | -7
COc1ccc(OCC(O)CN2CCC(CN3C(=O)c4cccc5cccc(c45)C3=O)CC2)cc1 (centres undefined) | -4
Cc1nn(CC(C)C)c2sc(C(=O)NC3CC(C)(C)NC(C)(C)C3)cc12 | -6
CCCc1ccc(C(O)c2ncc(-c3ccccc3)[nH]2)cc1 (centres undefined) | -7
CN1CC(=O)N(CC(O)c2ccc(F)cc2)C1=O (centres undefined) | -4
COc1ccc(OC)c2c1CN(CC(=O)NCc1ccc(N(C)C)cc1)CC2O (centres undefined) | 7
CCCn1nccc1NC(=O)Nc1cc(C(=O)OCC)n(C)c1 | 3
Cc1ccc(Cn2nnc3c(=O)n(CC(=O)N4CCC(C)CC4)cnc32)cc1 | 3
O=C(Cc1ccccc1)N1CCOCC2(CN(Cc3ccncc3)CCO2)C1 (centres undefined) | -11
CC(C)CCN1CCNC(=O)C1CC(=O)N1CCc2[nH]nc(C3CC3)c2C1 (centres undefined) | -19
COc1cccc(CC2=NOC(C(=O)NCc3cccs3)C2)c1 (centres undefined) | -11
O=C(Nc1ccc(F)c(F)c1F)c1ccc(=O)n(Cc2ccc(F)cc2)c1 | -5
COc1ccc(-c2nn(-c3ccccc3C)cc2CN(C)Cc2nonc2C)cc1F | -1
Cc1cccc(CSc2ncc(CO)n2CC(=O)NCc2ccc(F)cc2)c1 | -3
CSc1ccc(Cn2c(C)c(C(=O)NCc3cccnc3)sc2=O)cc1 | -14
CCCCN(C)S(=O)(=O)c1cc(-c2nnc3c4ccccc4c(C)nn23)ccc1C | 2
COC(=O)CC(NC(=O)COc1ccccc1)c1ccc(OC)c(OC)c1 (centres undefined) | 2
Cc1nc(CCNC(=O)c2cnn(-c3ccccn3)c2C)sc1C | -6
Cc1cccc(C)c1C(O)c1ncc(-c2ccccc2C(F)(F)F)[nH]1 (centres undefined) | -5
CCn1nc(C(=O)O)c2c1CCC(NCCc1nc(C)c3c(n1)CCCC3)C2 (centres undefined) | -6
CC(NC(=O)CN1CCCC(CO)C1)c1cccs1 (centres undefined) | -1
CCc1oc2ccccc2c1CN(C)C(=O)c1ccc(C#N)cc1 | -3
O=C(CCN1CCCC1Cn1cccn1)Nc1nc2ccccc2s1 (centres undefined) | -14
O=C(COc1cccc(F)c1)N1CCC(c2ccc(O)cc2)CC1 | -7
NS(=O)(=O)c1ccc(N/N=C2\CCOc3ccccc32)nc1 | 0
Nc1nc(NCCc2ccccc2)nc(N2CCCC2)c1[N+](=O)[O-] | -13
CC(=O)Nc1ccsc1C(=O)N1CCC(n2nc(C)cc2C)C1 (centres undefined) | -19
CCn1cc(CNC(=O)CCc2nnc(CCC3CCCCC3)o2)cn1 | 0
Cn1c(=O)c2c(ncn2CCCC(=O)Nc2nnc(C3CC3)s2)n(C)c1=O | -2
COCCCNCc1ccccc1C | -7
CCN(CC)c1c(C(C)(C)C)c(=O)c1=O | -3
O=C(c1cn(CCC2CCCCC2)nn1)N1CCCN(C(=O)c2ccco2)CC1 | 8
CC1(C(=O)NNC(=O)C2(C)CC2(Br)Br)CC1Br (centres undefined) | -52
CS(=O)c1ccccc1NC(=O)NC(CO)Cc1ccccc1 (centres undefined) | -7
O=C1C=CC(=O)c2c(O)c(Cl)c(Cl)c(O)c21 | -2
O=C1Nc2c(Cl)cc(Cl)cc2C1=Nn1cnc2sc3c(c2c1=O)CCCC3 | -10
COc1ccc(N(CC(=O)NCc2cccnc2)S(=O)(=O)c2ccccc2[N+](=O)[O-])c(OC)c1 | -4
N#CC(=Cc1cc(Br)cc(Br)c1O)c1ccccn1 | -1
O=C(N=Nc1c(O)[nH]c2ccc(Br)cc12)c1cccs1 | -5
O=[N+]([O-])/C(C(Cl)=C(Cl)Cl)=C(\N1CCCCC1)n1nnc2ccccc21 | -26

Exported with values ahead of the structure: entries from further up
mcGAS RapidFire	SMILES
-5	O=C(N=Nc1c(O)[nH]c2ccc(Br)cc12)c1cccs1
-26	O=[N+]([O-])/C(C(Cl)=C(Cl)Cl)=C(\N1CCCCC1)n1nnc2ccccc21

Continuation.
SMILES | mcGAS RapidFire
CCC1(C)CCCN(C(=O)c2ccc(OC)c(S(=O)(=O)NC)c2)C1 (centres undefined) | -5
CN(CCC(C)(C)O)C(=O)c1ccc(N)nc1 | -37
O=C(CC1C=CCC1)Nc1cccc(S(=O)(=O)N2CCOCC2)c1 (centres undefined) | 0
CCOC(=O)C1=C(Cn2nnc(-c3ccc(CC)cc3)n2)NC(=O)NC1 | 2
Cc1nc(CCNC(=O)N2CCN(C(C)C)CC2)cs1 | 4
Cc1ccnc(-c2cccc(Cl)c2Cl)n1 | -8
COCc1csc(NC(=O)N2CCC(Cc3ccccc3)C2)n1 (centres undefined) | -7
O=c1[nH]c(CSc2nnc(-c3ccco3)o2)nc2scc(-c3cccs3)c12 | 7
c1ccc2c(c1)CCCc1cc(NCCN3CCOCC3)nnc1-2 | 2
COCCNc1nc(SC)nc2c1cnn2CCN | -5
COCCOC1CCN(Cc2nc(-c3ccc(C(=O)OC)cc3)oc2C)CC1 | 3
CC1(C)Cc2ccccc2C(/C(=N/O)C(=O)c2ccccc2)=N1 | 3
Cc1ccc(N2CCn3c2nc2c3c(=O)n(CCN3CCOCC3)c(=O)n2C)cc1C | -5
O=C(Cn1c(=O)[nH]c2ccccc2c1=O)NCCc1cccs1 | -4
COc1ccc(S(=O)(=O)N2CCCCCC2)cc1NC(=O)c1ccnc(Cl)c1 | 9
CCC(CC)CS(=O)(=O)NC(=O)c1ccnc(F)c1 | -11
O=C(/C=C/c1ccc(N2CCCC2=O)cc1)N1CCN(c2cnccn2)CC1 | 10
FC(F)(F)c1ccccc1-n1c(-c2cccnc2)n[nH]c1=S | 8
C#CCOc1ccccc1CN(C)C(=O)NC1CCSc2ccc(C)cc21 (centres undefined) | -2
COC(=O)N1CCCC(C(=O)OCC(=O)Nc2ccc(C)cc2)C1 (centres undefined) | 1
CCN(CC)S(=O)(=O)c1ccc2c(c1)c(=O)c(C#N)c1scc(C)n12 | -5
COc1ccccc1N1CCN(c2nc(Nc3ccc(C)cc3C)c3nccnc3n2)CC1 | -15
c1ccc2c(-c3nnc(SCC4CCCO4)n3C3CC3)c[nH]c2c1 (centres undefined) | -9
O=S(=O)(Nc1cccc(Cn2cccn2)c1)c1ccc(Cl)cc1 | -1
COc1cc(/C=C(\C#N)c2nn(CCO)c(N)c2C#N)cc(OC)c1OC | 6
O=c1c2cnc3ncnn3c2ccn1Cc1ccccn1 | -7
Cc1cccn2c(CC(=O)NC(Cn3ccnc3)C(C)C)cnc12 (centres undefined) | -9
O=C(Nc1ccccc1F)c1n[nH]c(C2CC2)c1Cl | -17
Cc1c(C)n2c3c(=O)[nH]c(=O)n(C)c3nc2n1CCCNc1ccc(Br)cc1 | -11
COC(=O)Cc1cc(=O)n(-c2ccccn2)[nH]1 | 5
Cc1cc(N2CCC(n3ccnc3)C2)nc(-c2cccnc2)n1 (centres undefined) | -10
N#Cc1cc2sc3nnc(-c4ccncc4)n3c2cc1C#N | -3
CC(=NNP1(=O)C=C(c2ccccc2)OC(c2ccccc2)=C1)c1ccccc1 | -17
CCOC(=O)c1c(C)cn2c(=O)c3ccccc3sc12 | -21
O=c1c2cc([N+](=O)[O-])cc3cccc(c32)c2nc3cccc4cccc(c43)n12 | -1
CCC(C)c1ccccc1NC(=O)Cn1cnc2sc3c(c2c1=O)CCC(C)C3 (centres undefined) | -14
COc1ccc(-c2ccc(=O)n(CCCNC(=O)c3sc(C)nc3C)n2)cc1 | 0
CNc1nc(Nc2ccc(C)c(Cl)c2)c2nccnc2n1 | -7
CCC(C(=O)Nc1ccccc1)N1CCN(Cc2ccco2)CC1 (centres undefined) | -52
CCN(CC)S(=O)(=O)c1cccc(NS(=O)(=O)c2ccc(C)cc2)c1 | -3
Nc1c(Cl)cc(Cl)cc1[N+](=O)[O-] | 50
CC(C)c1ccc(CN2CCC2(C)C(=O)Nc2cnc3ccccc3c2)cc1 (centres undefined) | 0
Cn1nnnc1SCCCc1nc(-c2ccc(Cl)cc2)no1 | -10
O=C(CCN1CCN(Cc2ccc(Cl)s2)CC1)Nc1c(Cl)cccc1Cl | -6
O=c1c2cc(Cl)ccc2nc2n1CCC2 | -8
O=C(NC1CCCN(c2ccc(C(F)(F)F)cn2)C1)C1CCN(Cc2ccco2)CC1 (centres undefined) | -5
Cc1ccc[n+](CC(=O)c2ccc3c(c2)Cc2ccccc2-3)c1C | -3
CN(C)C(CNc1nc(C(F)(F)F)cs1)c1cccs1 (centres undefined) | -10
CCCS(=O)(=O)N1CCCC(CCC(=O)N(C)CCc2ccccn2)C1 (centres undefined) | 7
O=C(CCC(=O)Nc1ccc(Cl)cc1Cl)N/N=C\c1cccs1 | -8

Next part
SMILES | mcGAS RapidFire
CCN1CCN(C(=O)c2cn(Cc3ccccc3Cl)nn2)[C@@H](C)C1=O | -6
Cc1cccc(-n2ncc3c(=O)n(Cc4cccc([N+](=O)[O-])c4)cnc32)c1C | 1
COc1ccc(-c2nnc3n2N(C(C)=O)C(c2ccccc2)=C(C(C)=O)S3)cc1 | -3
Cn1nnc2c(NC3CC3)nc(Cc3ccc(Cl)cc3Cl)nc21 | -7
CCN1CCCC1CNC(=O)CCC1CCN(C2CCSCC2)CC1 (centres undefined) | 0
CCCC(NC(=O)c1cccc(N)c1)c1cccs1 (centres undefined) | 2
CC(C(=O)OC1C(=O)N(c2ccccc2)CC1(C)C)N1C(=O)c2ccccc2C1=O (centres undefined) | -1
CN(Cc1ccccc1CN1CCCC1)C(=O)c1c[nH]c(=O)[nH]1 | -15
COC(=O)c1ccc(CN(C)C(=O)Cc2ccc(NC(C)=O)cc2)cc1 | -5
CN(C)CCCOc1ccc(-c2cc3nc(NCc4cccnc4)n(C)c(=O)c3s2)cn1 | -10
CCC1c2ccsc2CCN1S(=O)(=O)c1ccccc1Cl (centres undefined) | -13
CCCCc1nc(C(N)=O)c2[nH]c(=O)n(-c3ccc(OC)cc3OC)c2n1 | -7
Cc1ccc(C(=O)N2C[C@H](N(C)C)C[C@H]2C(=O)O)cc1NC(=O)C(C)(C)C | -31
O=S(=O)(Cc1ccc(Br)cc1)N1CCC(O)CC1 | -8
Cc1noc(C)c1S(=O)(=O)N1CCN(C(=O)COc2ccc(Oc3ccccc3)cc2)CC1 | -9

Bioassay records (PubChem)
